# PLCg1 inh = inhibitors of human phospholipase C gamma1. AID 720700. 370,000 compounds, 0.84% hits. P19174. inhibition, % at 12.2 µM. purified PLC-gamma1, fluorogenic substrate, fluorescence; in the data active means inhibition above about 9.5%
# ASAP1 inh = inhibitors of human ASAP1 ArfGAP activity | Q9ULH1 | ASAP1-stimulated ARF1 GTP hydrolysis, GDP FP detection | inhibition, % at 16.5 µM | 360,000 compounds, 0.19% hits; in the data active means inhibition above about 25%;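 further: 0% = vehicle with enzyme and substrate and 100% = no enzyme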
# PLC-beta3 inh = inhibitors of human phospholipase C beta3. inhibition, % at 12.2 µM. Purified PLC-beta3, fluorogenic substrate, fluorescence. 370,000 compounds, 0.18% hits; in the data active means inhibition above about 11%;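 further: 0% = median of compound wells on plate and 100% = full blocker control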
# proKLK7 act = activates the human kallikrein-7 zymogen; 370,000 compounds, 0.9% hits; P49862; purified proKLK7, EDANS-DABCYL substrate fluorescence; 100% is mature enzyme control, 0% vehicle; activation, % at 7 µM;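 active means activation above the mean of all tested compounds plus 3 SD, computed per campaign excluding outliers beyond control limits, cut at about 13% in these data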
# Target sequence (P49862 whole entry, looked up): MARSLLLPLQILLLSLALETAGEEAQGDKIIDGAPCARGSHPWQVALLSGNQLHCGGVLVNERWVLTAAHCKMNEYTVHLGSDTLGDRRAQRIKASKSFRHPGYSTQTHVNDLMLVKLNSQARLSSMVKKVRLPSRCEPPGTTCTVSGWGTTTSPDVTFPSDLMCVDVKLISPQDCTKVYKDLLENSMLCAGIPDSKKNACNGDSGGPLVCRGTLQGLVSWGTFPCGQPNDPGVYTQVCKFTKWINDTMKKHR
# UHRF1 MBD2 ctr = UHRF1 methyl-DNA binding inhibition | inhibition, % at 4.4 µM | UHRF1 binding to methylated oligo, TR-FRET | 370,000 compounds, 0.75% hits | Q96T88; in the data active means inhibition above about 21%;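 further: UHRF1 SRA domain binding a hemimethylated CpG hairpin DNA probe; 0% = median of test compound wells and 100% = reference inhibitor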
# MBD2 inh = blocks human MBD2 binding to methylated DNA. TR-FRET, MBD2 binding to methylated oligonucleotide. 370,000 compounds, 0.31% hits. inhibition, % at 4.4 µM. Q9UBB5; in the data active means inhibition above about 13%
# DDE Tn7 FP inh = DD(E)-Tn7 binding inhibition, primary FP screen; P02675; FP displacement of FITC-Tn7 peptide from fibrin DD(E); 0% = median of compound wells per plate; inhibition, % at 8.3 µM; 370,000 compounds, 0.13% hits; AID 720508;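 active means inhibition above the mean of compounds falling within the control limits plus 3 SD of them, cut at about 14% in these data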;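 further: 0% = plate median of compound wells and 100% = 10 µM Aha-Tn7 peptide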
# Target sequence (P02675 whole entry, looked up): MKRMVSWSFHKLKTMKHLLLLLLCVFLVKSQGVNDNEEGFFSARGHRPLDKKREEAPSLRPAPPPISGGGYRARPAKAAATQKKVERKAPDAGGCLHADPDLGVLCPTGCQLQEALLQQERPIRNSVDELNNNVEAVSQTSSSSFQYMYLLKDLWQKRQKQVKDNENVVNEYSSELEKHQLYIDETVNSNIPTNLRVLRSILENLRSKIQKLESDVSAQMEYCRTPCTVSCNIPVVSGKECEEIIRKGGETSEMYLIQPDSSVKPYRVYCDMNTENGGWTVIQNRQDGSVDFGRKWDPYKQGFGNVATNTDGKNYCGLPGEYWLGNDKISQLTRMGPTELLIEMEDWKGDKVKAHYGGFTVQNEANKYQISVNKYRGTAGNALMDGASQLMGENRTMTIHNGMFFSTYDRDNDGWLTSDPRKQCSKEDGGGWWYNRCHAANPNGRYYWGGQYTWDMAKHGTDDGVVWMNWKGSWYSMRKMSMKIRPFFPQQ
#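 Assay system: human fibrin DD(E) protein / Input: 2 µM fibrin DD(E) / Benchmarks: high control of 10 µM Aha-Tn7 peptide / Measured by: fluorescence polarization of the labelled Tn7 tracer / Medium: Tris buffer with calcium and detergent, pH 7.8 / Timing: 10 min compound pre-incubation, 3 h probe incubation at room temperature / Repeats: one replicate per compound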
# ADAM17 inh = ADAM17 inhibition, QFRET primary screen | 370,000 compounds, 0.83% hits | AID 720648 | recombinant ADAM17, EDANS/DABCYL FRET peptide cleavage | inhibition, % at 6.95 µM | P78536;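 active means inhibition above the mean of compounds lying between control limits plus 3 SD, set per campaign, cut at about 8.5% in these data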;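 further: 0% = DMSO-only wells as the low control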
# ARFGAP1 inh = inhibitors of rat ARFGAP1; Arfgap1-stimulated ARF1 GTP hydrolysis, GDP FP detection; 360,000 compounds, 0.26% hits; inhibition, % at 16.5 µM; Q62848;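 active means inhibition above a per-plate limit, mean inhibition of low control wells plus 3 SD, cut at about 25% in these data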;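 further: 0% = DMSO wells with enzyme and 100% = wells lacking Arfgap1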
# Target sequence (Q62848 1-136 limits assumed): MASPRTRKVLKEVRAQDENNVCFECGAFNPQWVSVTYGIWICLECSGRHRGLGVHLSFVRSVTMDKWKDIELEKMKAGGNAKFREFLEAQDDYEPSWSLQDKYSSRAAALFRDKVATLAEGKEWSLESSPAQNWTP
#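 material = rat Arfgap1 catalytic domain, aa 1-136 | also added = human ARF1(Δ1-17)-GTP substrate | compound dosing = one concentration, 16.5 µM, DMSO 1.26% | times = GTP hydrolysis reaction 2 h at 25 °C | measured by = FP, GDP Alexa 633 tracer displaced from anti-GDP antibody, 620/688 nm | evaluation = percent inhibition of Arfgap1-stimulated GTP hydrolysis | replication = single well per compound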
# Tn6 DDE FP = inhibitors of Tn6 peptide binding to human fibrin DD(E); P02675; Fibrin DD(E) TRITC-Tn6 fluorescence polarization displacement; inhibition, % at 8.3 µM; 370,000 compounds, 0.21% hits;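 active means inhibition above a per-campaign cutoff: mean of compounds within control limits plus 3 SD, cut at about 15% in these data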;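 further: 0% = median of all compound wells on the plate and 100% = blocking peptide control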
# * hit, by the source's call; x = not tested or not shown. Rows were taken by chance, and some 4.1% of all compounds hit somewhere here.
SMILES,PLCg1 inh,ASAP1 inh,PLC-beta3 inh,proKLK7 act,UHRF1 MBD2 ctr,MBD2 inh,DDE Tn7 FP inh,ADAM17 inh,ARFGAP1 inh,Tn6 DDE FP
CCC1(CC)C(=O)NC(=S)N=C1N,-1,-16,-2,0.8,4,3,0,-3,-1,-8
O=C(O)c1ccc(-c2nnn(Cc3ccccc3F)n2)cc1,11*,6,0,0.2,1,-4,5,4,-6,0
CC(C)N=C(Nc1ccc(Cl)cc1)c1cccnc1,-1,7,1,0.3,1,4,5,-7,8,2
Cc1ccc(SCC(=O)N2CC(C)OC(C)C2)cc1 (stereo unspecified),-2,4,1,-0.2,0,0,-3,-5,-16,-4
CNC(=O)c1ccccc1Sc1ccccc1C#N,2,-2,0,-0.8,-3,-3,11,-1,4,-8
CCC1CCc2sc(C(=O)N(C)CC(=O)Nc3ccc(N4CCOCC4)cc3)cc2C1 (stereo unspecified),0,4,-8,0.8,-1,1,3,-4,-2,-2
CCn1c(CC(=O)Nc2ccc(F)cc2)nnc1SCC(=O)N1CCOCC1,-3,-5,-8,0.2,-1,-2,5,-3,3,3
Cc1nn(CC(=O)OC(C)C(=O)Nc2ccccc2[N+](=O)[O-])c(C)c1[N+](=O)[O-] (stereo unspecified),-3,3,-9,0.3,2,5,3,-2,5,6
CN1CCN(c2ncnc3c2ncn3[C@H]2CN(Cc3ccc(F)cc3)C[C@@H](CO)O2)CC1,4,-3,0,-0.5,-1,2,4,-2,-13,0
Cc1ccccc1N1C(=O)c2cccc3c(N(C)CCO)ccc(c23)C1=O,-166,-11,-221,13*,-40,-22,11,-42,6,4
N#Cc1ccccc1N/C=C/C(=O)c1ccc(Cl)cc1,-13,-3,-23,-1.5,-3,-1,-2,0,6,1
COc1ccc(OCC(O)CN2CCCCC2)cc1 (stereo unspecified),3,11,1,0.3,6,2,-3,-5,-3,-3
CC(=O)Nc1ccc(NC(=O)CC2SC(=O)N(CC(=O)c3ccccc3)C2=O)cc1 (stereo unspecified),-1,-5,-6,0.5,-2,-2,1,0,-16,9
CC1CC(=O)NN=C1c1cccs1 (stereo unspecified),3,4,-3,0.6,-1,-6,-11,3,-6,3
O=C(CNCc1ccccc1[N+](=O)[O-])N1CCC2(CC1)OCCO2,-4,x,-5,-0.7,-4,0,9,0,x,7
O=C(NC(=S)Nc1ccc(Cl)c(C(=O)O)c1)c1ccc(OCc2ccccc2)cc1,4,6,-8,0.3,-1,-2,3,-1,-9,10
O=C(COc1ccccc1)N1CCN=C1SCc1ccccc1,2,-19,-5,-0.4,-4,2,-1,-3,3,8
Cc1ccc(-n2nc3c(=O)n(CC(=O)NCCc4ccco4)nc(C)c3c2C)cc1,-3,10,-12,-0.3,2,2,2,-4,-6,-1
COc1ccc(S(=O)(=O)N(C)C(C)CCc2ccco2)cc1 (stereo unspecified),-4,-6,-7,-0.2,-3,-4,4,-2,-11,11
CC(NC(=O)C(=O)Nc1nccs1)c1ccccc1 (stereo unspecified),2,7,-3,0.5,-3,-1,-3,-4,11,6
CCCCC(=O)NC(c1ccc(OC)c(OC)c1)c1ccc2cccnc2c1O (stereo unspecified),-23,-24,-36,1.1,-5,-4,3,3,8,6
C/C(=N\NC(=S)NC1CCCCC1)c1cccc(Br)c1,-1,5,0,-1.0,-1,0,-3,-5,-16,-3
COCCCNC(=O)CCn1c(=O)c2ccccc2n(CC(=O)Nc2cc(Cl)ccc2C)c1=O,3,11,1,0.3,19,4,-2,-3,-3,3
O=C(Cc1cccs1)N/N=C/c1ccc(OCc2ccccc2)cc1,-7,-4,-4,-0.5,-3,1,1,4,-2,-6
COc1cc(C2Nc3cccc4cccc(c34)N2)cc(OC)c1OC(C)=O,-12,0,-17,0.0,-4,-3,1,-1,-5,5
COc1ccc2nc(-c3ccccc3)cc(C(=O)OCC(=O)NC3CC3)c2c1,-107,2,-119,-3.8,3,8,-1,-45,-2,-10
O=C(COC(=O)c1ccccn1)Nc1c(Cl)cccc1Cl,4,-5,5,-0.4,1,-4,-1,0,-10,-3
Cc1ccc(C#CC[N+](C)(C)CC#Cc2ccccc2)cc1,0,-4,-10,-0.5,0,3,0,-4,1,3
Cc1ccnc(NC(=O)C2CCCN(S(=O)(=O)c3cnc[nH]3)C2)c1 (stereo unspecified),-3,1,-1,-0.4,0,9,0,-3,7,-4
COc1ccccc1NC(=O)C1=C(C)NC(=O)NC1c1ccco1 (stereo unspecified),-2,6,-5,-0.5,1,4,-6,-3,-2,-5
COC(=O)c1ccc(OC(=O)C2CC(=O)N(c3cccc(C)c3)C2)cc1 (stereo unspecified),-1,10,0,-0.2,1,-4,4,-3,1,3
Cn1c(NCc2ccccc2)nc2cc(-c3ccccc3)sc2c1=O,4,1,3,0.2,-1,-1,-3,-2,3,3
N#Cc1ccc(Sc2ccccn2)c([N+](=O)[O-])c1,2,6,0,-0.6,-3,-8,-8,1,-2,-1
CC(=O)N(/N=C1\Sc2ccccc2C1=O)c1ccccc1,-1,3,-2,-0.3,1,-2,1,5,3,1
COC/C=C/C1=CC(=O)C[C@H](c2ccc3c(c2)OCO3)C1,5,11,4,-0.2,5,5,7,-6,-8,-7
CC1CCN(S(=O)(=O)c2cccc(-c3cn4cc(Cl)ccc4n3)c2)CC1,4,3,-4,-11,3,-1,2,-1,-1,1
COc1ccc(CN2CCN(C(=O)CCC(=O)Nc3nnc(C(C)C)s3)CC2)cc1F,0,-4,-8,0.3,1,-1,3,-4,-10,-8
CC(C)Cn1c(=O)c(-[n+]2ccccc2)c([O-])c2ccccc21,-1,6,-5,0.6,9,4,7,0,-8,4
O=C(CCCC(=O)N(CC(=O)NC1CCCC1)Cc1ccccc1)Nc1ccccn1,4,8,5,-0.2,2,2,-2,-3,6,5
C/C(CCc1ccco1)=N/NC(=O)CCC(=O)Nc1cccc(Cl)c1,-1,0,-6,0.8,-3,-1,1,3,0,14

# Exported with values under each structure: part of the list above
# Each structure is followed by: PLCg1 inh | ASAP1 inh | PLC-beta3 inh | proKLK7 act | UHRF1 MBD2 ctr | MBD2 inh | DDE Tn7 FP inh | ADAM17 inh | ARFGAP1 inh | Tn6 DDE FP
CCCCC(=O)NC(c1ccc(OC)c(OC)c1)c1ccc2cccnc2c1O (stereo unspecified)
→ -23 | -24 | -36 | 1.1 | -5 | -4 | 3 | 3 | 8 | 6
C/C(=N\NC(=S)NC1CCCCC1)c1cccc(Br)c1
→ -1 | 5 | 0 | -1.0 | -1 | 0 | -3 | -5 | -16 | -3
COCCCNC(=O)CCn1c(=O)c2ccccc2n(CC(=O)Nc2cc(Cl)ccc2C)c1=O
→ 3 | 11 | 1 | 0.3 | 19 | 4 | -2 | -3 | -3 | 3
O=C(Cc1cccs1)N/N=C/c1ccc(OCc2ccccc2)cc1
→ -7 | -4 | -4 | -0.5 | -3 | 1 | 1 | 4 | -2 | -6

# Next compounds.
SMILES,PLCg1 inh,ASAP1 inh,PLC-beta3 inh,proKLK7 act,UHRF1 MBD2 ctr,MBD2 inh,DDE Tn7 FP inh,ADAM17 inh,ARFGAP1 inh,Tn6 DDE FP
CC(C)OCCCNC(=S)N1CCC(C(=O)c2ccc(Cl)cc2)CC1,3,2,-4,0.3,0,0,5,0,8,2
CC(=O)c1ccc(NC(=O)C2CCC(C)NC2=O)cc1 (stereo unspecified),-1,4,-1,-0.1,2,3,3,-5,5,6
CN=C1NN=C(c2cc(C)n(-c3ccc(Cl)cc3)c2C)CS1,-17,9,-23,0.1,8,-1,-6,-3,4,1
Cc1ccc(-c2csc(-c3cc(C)on3)n2)cc1,4,-6,-6,-0.9,-1,3,2,-4,0,3
S=C(NCCN1CCOCC1)NC1CCCC1,4,7,1,-0.8,-1,0,-2,1,1,6
Cc1ccc(S(=O)(=O)CCc2nc3ccccc3s2)cc1C,1,4,0,-0.6,2,1,-3,-3,-2,-2
CN(C)c1ccc(NC(=O)CSc2nc3ccccc3c(=O)n2CC2CCCO2)cc1 (stereo unspecified),-1,-3,-9,-0.2,0,4,2,-2,-1,7
CS(=O)(=O)N1CCn2c1nc1ccccc12,2,-1,2,0.7,0,4,4,0,-9,-5
O=C1CNC(=S)N1c1nc2ccccc2s1,-3,7,-11,0.8,-1,-2,-5,0,12,-7
ClCc1ncc(-c2ccc(Cl)cc2)o1,-3,1,1,0.1,-3,-1,-4,0,0,-10
COC(=O)C1=C(N)c2c(F)cccc2C1(C#N)c1ccc(F)cc1 (stereo unspecified),-182,7,-257,-0.4,1,2,3,-34,6,0
CC(C)COc1cccc(C(=O)Nc2ccc(CN3CCOCC3)cc2)c1,3,8,-11,0.1,0,5,4,-1,6,2
Cc1ccc(NC(=O)COC(=O)/C=C/c2cccc(Cl)c2)cc1S(=O)(=O)N1CCOCC1,2,0,0,-0.1,3,-1,-6,9.5*,-5,0
Cc1cc(C)n(NC(=S)NC2CCCCC2)c(=O)c1C#N,2,2,-4,0.3,-3,-3,2,-1,2,0
CCCCS(=O)(=O)NC1=NCN(CCO)CN1,0,-7,-1,0.3,-1,2,2,-3,1,7
CCOC(=O)c1nn(-c2ccc3c(c2)OCCO3)cc1O,-117,10,-175,9.1,2,0,-4,-42,-3,-1
Cc1ccc(NC(=O)c2nc[nH]c2C(=O)NCCN(CCNC(=O)c2[nH]cnc2C(=O)Nc2ccc(C)cc2)CCNC(=O)c2[nH]cnc2C(=O)Nc2ccc(C)cc2)cc1,0,-1,0,-0.1,0,3,2,-2,7,2
CC(C)[C@@H](C)/C=C/[C@@H](C)[C@H]1CC[C@@H]2[C@]1(C)CCC1[C@]23C=C[C@]2(C[C@@H](O)CC[C@]12C)N(C(=O)Cc1ccccc1)O3 (stereo partly specified),3,12,0,0.2,0,0,-1,-1,13,-1
C1=C[C@@H]2CCN(Cc3ccccc3)Cc3cccc(c32)C1,-87,-8,-142,2.2,-1,-5,-1,-35,-6,-6
Cc1ccc(Nc2nc(N)nc(CN3CCN(C(=O)c4ccco4)CC3)n2)cc1Cl,1,5,0,0.2,1,2,2,2,9,2
COC(=O)c1c(C)oc(C)c1S(=O)(=O)Nc1ccccc1,2,-10,-7,0.1,4,1,3,-6,-2,2
COc1ccccc1-c1cc(-c2ccc(C)cc2)nc(SCc2nnc(-c3ccccc3)o2)c1C#N,3,4,0,-0.7,-1,-3,-4,-1,-1,0
Cc1noc(C)c1S(=O)(=O)N(C)C[C@H]1OCc2cnnn2CCCC(=O)N([C@H](C)CO)C[C@H]1C,-1,9,1,-0.4,1,-6,3,3,-15,-7
CCc1cccc(NC(=O)Cc2ccc(OC)c(OC)c2)c1,5,-1,2,-0.2,0,0,-3,-3,5,0
C[C@H]1[C@@H](OC(=O)NCc2cccc(Cl)c2)CC[C@@]23CCCN2C(=O)CCC[C@@H]13,4,x,-5,x,3,6,5,-6,x,1
COc1ccc(CCNC(=O)CCCn2c(SCC(N)=O)nc3cc4c(cc3c2=O)OCO4)cc1OC,2,-12,-4,0.0,1,-5,-5,-2,-24,1

# Compound activity from PubChem.
